S-ASM inh = human S-ASM enzyme inhibition; placental ASM, HMU-PC fluorogenic substrate, 60 min; hit rate 0.006% among 340,000; Potency, µM (titrated, usually from 57.5 µM), for the others: top-dose activity change, negative = inhibition, actives largely listed as inhibitors; AID 504937; also: potency is read from the fitted curve at half-maximal effect
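qHTS format. ASM enzyme prepared from human placenta hydrolyses the fluorogenic substrate HMU-PC0 (9 uM final) over 60 min at 37 °C after a 10 min compound preincubation.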
BCR signal inh = blocks chronic active B-cell receptor signaling; ABC-DLBCL IkBa-CBG/CBR reporter, luminescence ratio, 4 h; Potency, µM (highest dose often 46.1 µM), inactives show top-dose ratio change, negative = lower green/red ratio, usual class: inhibitors; hit rate 0.05% among 340,000; AID 493014; active = well fitted inhibition curve with a large enough effect in the signal ratio, with a control signal flat, not every such curve was filed as active; inconclusive = small, poorly fitted or top-dose-only effect, or effect the other way, or a change in a side signal; the % refers to the signal ratio;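 also: potency is read from the fitted curve at half-maximal effect; plate controls were basal doxycycline-induced cells for no effect and cells given 10 µM MG132 for full effect; MG132 reads +100%, hits lower the ratio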
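Concentration-response series (up to 46 uM) were applied to TMD8 dual-reporter cells for 4 h at 37C with doxycycline. Green/red ratio, after filter-overlap correction, defined %Activity; red signal alone was normalised to basal cells and zero luminescence.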
a7 integrin act = activators of alpha7 integrin expression for muscular dystrophy | Potency, µM (series often up to 38.3 µM), for inactives: at the top dose activation, hits mostly activators | hit rate 0.064% among 350,000 | alpha7betagal myoblasts, beta-gal FDG fluorescence, 48 h;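 also: potency is read from the fitted curve at half-maximal effect; 100% = response of the positive control SU9516; nearly all actives have a fitted effect of over 60% in size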
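alpha7betagal+/- myoblasts (passage 13, 250/well) treated 48 h at 37C with compounds at 1:260 dilution of DMSO stock. Lysed, then beta-galactosidase activity read as FDG fluorescence (ex 480/em 540) after 30 min, with pre-read for autofluorescence.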
Menin-MLL TR inh = menin-MLL binding inhibition, Texas Red mutant peptide. Menin + Texas Red MLL mutant peptide, fluorescence polarization. Potency, µM (titrated, usually from 61.6 µM), for the others: top-dose FP activity change, negative = inhibition, usual class: inhibitors. hit rate 0.23% among 270,000. AID 1768; active = well fitted inhibition curve with a large enough effect in the polarisation, with a control signal flat, not every such curve was filed as active; inconclusive = small, poorly fitted or top-dose-only effect, or effect the other way, or a change in a side signal; inactive = no such curve, though single readings can be large or run the other way; the % refers to the polarisation; also: potency is read from the fitted curve at half-maximal effect; % of control where 0% means no effect; many of its hits are not listed in these tables
GALK inhibitor = galactokinase (human) inhibition; P51570; Purified GALK, Kinase-Glo residual ATP luminescence; Potency, µM (doses to about 57.5 µM), for the others: at the highest dose activity change, negative = inhibition, most hits filed as inhibitors; hit rate 0.007% among 270,000; AID 1868; also: potency is read from the fitted curve at half-maximal effect; % is scaled to controls: 0 for no effect and ±100 for the full control effect
Target sequence (P51570 whole entry, looked up): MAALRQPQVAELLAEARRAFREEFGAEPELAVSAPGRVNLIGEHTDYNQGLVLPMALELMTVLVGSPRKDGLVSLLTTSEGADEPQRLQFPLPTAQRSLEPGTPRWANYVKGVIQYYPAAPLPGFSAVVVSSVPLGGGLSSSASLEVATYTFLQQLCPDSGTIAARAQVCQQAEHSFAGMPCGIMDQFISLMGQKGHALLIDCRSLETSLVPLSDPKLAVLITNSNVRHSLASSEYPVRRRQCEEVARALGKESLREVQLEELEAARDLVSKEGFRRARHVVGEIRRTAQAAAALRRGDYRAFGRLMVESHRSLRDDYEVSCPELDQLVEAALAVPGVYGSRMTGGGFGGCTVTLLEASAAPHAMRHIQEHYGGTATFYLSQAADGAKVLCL
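GALK at 5 nM final was combined with compound, 35 uM ATP and 100 uM galactose in HEPES pH8.0 with MgCl2 and DTT. The reaction ran one hour at room temperature before luminescent ATP detection.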
Giardia killer = Giardia lamblia killing; Giardia lamblia trophozoite viability; activity change, % at 7.66 µM, hits read low; hit rate 0.15% among 340,000; AID 540267; in the data active = activity change below about -80%; inconclusive = between about -30% and that limit;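 also: parasites exposed to compound for two days anaerobically before the ATP read; % is scaled to controls: 0 for no effect and ±100 for the full control effect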
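Each well holds 100 Giardia trophozoites and compound. After two days (48 hrs) at 37 deg C in anaerobic conditions, ATP is quantified by luminescence.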
PTAP TSG101 blk = blocks PTAP/TSG101 interaction to inhibit HIV-1 budding | Q99816 | Fluorescence polarization, FITC-PTAP peptide / Tsg101 binding | Potency, µM (doses to about 115 µM), without a hit: at the highest dose activity change, negative = inhibition, most hits filed as inhibitors | 340,000 tested, under 10 active | AID 493005; active = well fitted inhibition curve with a large enough effect in the main read-out, with a control signal flat, not every such curve was filed as active; inconclusive = small, poorly fitted or top-dose-only effect, or effect the other way, or a change in a side signal; inactive = no such curve, though single readings can be large or run the other way; also: potency is read from the fitted curve at half-maximal effect; % of control where 0% means no effect
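Fluorescence anisotropy tracks displacement of a FITC-tagged PTAP peptide (50 nM) from the Tsg101 binding domain (10 uM), following a 20 min room-temperature incubation at pH 7.5.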
PKM2 activator = activators of human pyruvate kinase M2; purified PKM2, Kinase-Glo ATP luminescence, activation; response scale: 0% is enzyme alone, no compound; Potency, µM (series often up to 57.5 µM), for the others: top-dose activation, most hits filed as activators; P14618; hit rate 0.34% among 260,000; also: potency is read from the fitted curve at half-maximal effect; % is scaled to controls: 0 for no effect and ±100 for the full control effect; nearly all actives have a fitted effect of over 55% in size
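Purified hPK-M2 (>95% pure) converted ADP (0.1 mM final) to ATP with 0.5 mM PEP in 50 mM imidazole pH7.2, KCl, MgCl2, Tween 20, BSA; 1 h at room temperature. ATP detected by Kinase-Glo luminescence.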
Coupling enz = counter-screen for Giardia aldolase inhibitors: coupling enzyme system | coupling enzyme system counterscreen, AmpLite Red fluorescence | hit rate 0.67% among 290,000 | activity change, negative = inhibition, % at 58.2 µM, hits read low | AID 2472; in the data active = activity change below about -30%; also: % is scaled to controls: 0 for no effect and ±100 for the full control effect
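Counterscreen lacking aldolase: glyceraldehyde-3-phosphate coupling-enzyme reagent preincubated 10 min at RT with compound (at 57.5 uM final), then substrate/coupling system with AmpLite Red added; fluorescence read at 525/598 nm after 20 min RT.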
B2AR arrestin = agonists driving beta-arrestin recruitment to human beta2-adrenergic receptor. P07550. beta-arrestin recruitment to beta2AR, cell-based reporter. Potency, µM (top dose mostly 46.1 µM), for inactives: at the top dose activation, hits mostly activators. hit rate 0.02% among 330,000. AID 492947;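 also: potency is read from the fitted curve at half-maximal effect; 0% = DMSO controls and full agonism = EC100 isoproterenol or metaproterenol; nearly all actives have a fitted effect of over 65% in size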
Tb PFK inh = T. brucei PFK enzyme inhibition; T. brucei PFK, ADP-Glo luminescence; Potency, µM (series often up to 57.5 µM), for the others: at the highest dose activity, negative = inhibition, most hits filed as inhibitors; hit rate 0.17% among 330,000; O15648;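 also: potency is read from the fitted curve at half-maximal effect; 0% = uninhibited 1x PFK enzyme wells and -100% = no-enzyme wells; nearly all actives have a fitted effect of over 60% in size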
Target sequence (O15648 whole entry, looked up): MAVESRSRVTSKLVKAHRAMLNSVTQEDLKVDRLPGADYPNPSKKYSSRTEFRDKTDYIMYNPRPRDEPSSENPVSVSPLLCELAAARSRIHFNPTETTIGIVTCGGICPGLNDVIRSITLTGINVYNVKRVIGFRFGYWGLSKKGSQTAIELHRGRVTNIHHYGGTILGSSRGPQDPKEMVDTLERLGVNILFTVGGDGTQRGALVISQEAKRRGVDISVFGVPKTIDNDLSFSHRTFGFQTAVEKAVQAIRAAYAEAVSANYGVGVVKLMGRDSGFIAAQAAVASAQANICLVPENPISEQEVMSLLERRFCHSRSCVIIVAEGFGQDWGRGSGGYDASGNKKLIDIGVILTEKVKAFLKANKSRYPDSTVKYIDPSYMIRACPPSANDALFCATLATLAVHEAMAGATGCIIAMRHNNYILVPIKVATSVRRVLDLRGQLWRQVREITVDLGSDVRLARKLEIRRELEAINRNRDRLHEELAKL
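Activity is normalized to no-enzyme wells (full inhibition) and 1.25 nM enzyme wells (no inhibition). Reaction: 0.5 mM F6P, 0.1 mM ATP, 45 min RT, ADP-Glo luminescence; concentration-response curves fitted and classed by quality.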
An asterisk follows results filed as active; ? = inconclusive; / = not tested or not shown; & = joins results of further samples; [ ] = dose if it differs, or a comment. Unless noted, calls follow the shape of the dose curve; as a rule, active = well fitted curve in the direction sought with a large enough effect; inconclusive = small, poorly fitted or top-dose-only effect, or another doubt; inactive = no such curve, though single readings can be large; an effect the other way counts as inactive or inconclusive. A portion of the library; count on the stated rates, not on these rows.

| SMILES | Coupling enz | a7 integrin act | GALK inhibitor | Tb PFK inh | Giardia killer | Menin-MLL TR inh | B2AR arrestin | BCR signal inh | PKM2 activator | PTAP TSG101 blk | S-ASM inh |
| --- | --- | --- | --- | --- | --- | --- | --- | --- | --- | --- | --- |
| CCOc1ccc(C(=O)O[C@H]2[C@H](Cc3ccccc3)NS(=O)(=O)[C@H]3C[C@@H]4C=C[C@]23O4)cc1 | / | 19% | / | 4% | -4 | / | 0.9% | 0% | / | -9% | -2% |
| Cc1cccc(C)c1NC(=O)COC(=O)CNC(=O)C1CCCCC1 | / | 16% | / | -4% | 6 | / | -0.2% | 1% | / | 0% | 2% |
| O=c1c2cc(N3CCOCC3)ccc2[nH]c(=S)n1Cc1ccccn1 | -41* | -17% | 0% | -14% | -15 | -29% | 0.8% | ? | 13% | -5% | 13% |
| CCC(Oc1ccccc1)C(=O)N(CC)CC(=O)NCc1ccc(F)cc1 (stereo not given) | / | -41%[inhibitor] | / | 0% | 3 | / | 1.2% | 7% | / | 0% | 4% |
| NS(=O)(=O)c1ccc(NS(=O)(=O)c2ccc(NC(=S)Nc3ccccc3)cc2)cc1 | -2 | -12% | -2% | 5% | 14 | -5% | -0.5% | -1% | 7% | 1% | -3% |
| CCN(CC)CCC(c1cc(OC)c(OC)c(OC)c1)c1c(OC)cc(OC)c2ccc(=O)oc12 (stereo not given) | 1&0 | 24% | 0% | 3% | ? | -3% | -0.5% | -6% | -3% | -11% | 1% |
| C[C@H](CO)N1C[C@H](C)[C@@H](CN(C)C)Oc2c(NC(=O)Cc3ccccc3)cccc2C1=O | / | -9% | / | -3% | -5 | / | 5.5% | -5% | / | -8% | 0% |
| Clc1ccc(-c2noc(CSc3nnc(-c4ccncc4)n3-c3ccccc3)n2)cc1 | 1 | -35% | -8% | 2% | -2 | -28% | -0.1% | ? | -2% | -3% | -10% |
| O=C(Cc1cccc(NC(=O)C2CCN(C(=O)C3CCCC3)CC2)c1)Nc1cccc(C(=O)N2CCCC2)c1 | / | 16% | / | 8% | -6 | / | 2.4% | 8% | / | -5% | 3% |
| Cn1cc[n+](C)c1COc1ccc(C=O)cc1 | -1 | 4% | -2% | 1% | -23 | 9% | -0.7% | 3% | -10% | -4% | 2% |
| CCc1cc(C(=O)N/N=C/c2ccc(OC)cc2)c2ccccc2n1 | -1 | 1% | 0% | -2% | -6 | 24% | -0.4% | -14% | / | 0% | -3% |
| O=C(CC1C(=O)NCCN1Cc1c(F)cccc1Cl)NCc1ccccc1 (stereo not given) | -4 | 15% | 0% | -14% | 2 | 0% | 0.4% | -26% | -14% | -4% | 0% |
| CC(=O)c1ccc(OCc2cc(C(=O)N(C)CCOc3ccc(C)cc3)no2)cc1 | / | -11% | -8% | -4% | -7 | / | -0.1% | 1% | -6% | -3% | -16% |
| CNc1ccccc1C(=O)OC | 5 | 15% | 5% | -12% | -10 | / | -0.4% | -2% | -14% | -1% | 284%[activator] |
| CN(c1ccccc1)c1ccc(/C=C(\C#N)c2nnc3n2CCCCC3)cc1[N+](=O)[O-] | 1 | -25% | -2% | 0% | -11 | -12% | -0.6% | 16% | 2% | -3% | -8% |
| O=C(O)c1nsc(Cl)c1Cl | 1 | -7% | -1% | -1% | -26 | 7% | -0.5% | 3% | 1% | 0% | 2% |
| CCCCCC(=O)N/N=C(\C)c1ccc(Cl)cc1 | -2 | -29% | 0% | -7% | -11 | -12% | 0.0% | ? | -10% | -2% | -2% |
| O=C(NCc1ccccn1)C1CC(c2ccccc2O)=NO1 (stereo not given) | 1 | -32% | -1% | 1% | ? | -20% | -0.2% | ? | -1% | 0% | -2% |
| COC(=O)CC1Nc2ccccc2SC1=O (stereo not given) | 1 | 35% | -1% | -4% | 4 | 4% | -0.2% | -13% | -1% | -5% | -2% |
| COc1ccccc1C(=O)NCCC(=O)N1CCN(c2cccc(C(F)(F)F)c2)CC1 | / | 17% | / | 6% | 16 | / | 0.0% | -2% | / | -2% | -1% |
| CCN(CC)S(=O)(=O)c1ccc(C(=O)OC2CCCCC2CN(C)C)cc1 (stereo not given) | 1 | 20% | 1% | 0% | 2 | -14% | -0.6% | -3% | -2% | -7% | 4% |
| Nc1ncc(-c2ccccc2)n1CC1CCCO1 (stereo not given) | -8 | -39% | -1% | 3% | -6 | ? | 12% | 13% | ? | -6% | 1% |
| COc1ccc(-c2c[n+]3c4n2CCCCC4=C(c2ccccc2)C3)cc1 | / | 9% | 0% | -1% | -15 | -13% | -0.5% | -3% | 4% | -5% | 492%[activator] |
| CCOC(=O)C(NC(=O)Nc1ccccc1)(OCC)C(F)(F)F (stereo not given) | 0 | 13% | 0% | -5% | 4 | -23% | 0.0% | -7% | 0% | -2% | 3% |
| CCNC(=O)CSc1nc(-c2ccc(F)cc2)cs1 | 3 | 5µM* | 5% | 1% | -12 | -4% | -1.1% | -4% | -1% | 3% | 6% |
| CCOc1ccc(NC(=O)CCn2cccc2)cc1 | -1 | 11% | 0% | 0% | -2 | -9% | -0.1% | ? | -13% | -6% | 0% |
| COc1ccc(C)c2sc(NC(=O)CCS(=O)(=O)c3ccccc3)nc12 | -1 | -61%[inhibitor] | -10% | -4% | -12 | 18% | -0.8% | ? | 0% | 3% | -8% |
| O=C(Nc1nnc(S(=O)(=O)N2CCCCCC2)s1)c1ccc(Br)cc1 | -4 | 2% | / | 0% | -23 | 20% | 0.5% | 24% | -2% | -2% | -2% |
| Cc1ccc(N(CC(=O)NCc2ccco2)C(=O)CCC(=O)Nc2ccccn2)c(C)c1 | 0 | 0% | -2% | 3% | -8 | -3% | -0.2% | ? | 6% | -4% | -1% |
| O=C1CC(C(=O)N2CCN(c3ccccc3)CC2)CN1Cc1ccccc1 (stereo not given) | / | -2% | / | 0% | -14 | / | -0.2% | -1% | / | -5% | 0% |

Laid out differently: two of the compounds above.
Results follow in this order: Coupling enz, a7 integrin act, GALK inhibitor, Tb PFK inh, Giardia killer, Menin-MLL TR inh, B2AR arrestin, BCR signal inh, PKM2 activator, PTAP TSG101 blk, S-ASM inh
> Nc1ncc(-c2ccccc2)n1CC1CCCO1 (stereo not given)
→ -8, -39%, -1%, 3%, -6, ?, 12%, 13%, ?, -6%, 1%
> COc1ccc(C)c2sc(NC(=O)CCS(=O)(=O)c3ccccc3)nc12
→ -1, -61%[inhibitor], -10%, -4%, -12, 18%, -0.8%, ?, 0%, 3%, -8%

Shown as a hit in a7 integrin act (from the list above):
mol	a7 integrin act	GALK inhibitor	Menin-MLL TR inh	B2AR arrestin	PKM2 activator	PTAP TSG101 blk	S-ASM inh
CCNC(=O)CSc1nc(-c2ccc(F)cc2)cs1	5µM*	5%	-4%	-1.1%	-1%	3%	6%

Continuation:
| SMILES | Coupling enz | a7 integrin act | GALK inhibitor | Tb PFK inh | Giardia killer | Menin-MLL TR inh | B2AR arrestin | BCR signal inh | PKM2 activator | PTAP TSG101 blk | S-ASM inh |
| --- | --- | --- | --- | --- | --- | --- | --- | --- | --- | --- | --- |
| Cc1ccc(S(=O)(=O)N2CCOCC2)cc1C(=O)OCC(=O)NC1CCCC(C)C1C (stereo not given) | / | -22% | / | 0% | -18 | / | 0.0% | -2% | / | 0% | 3% |
| COc1ccc(S(=O)(=O)N2CCN(C(=O)c3sccc3-c3ccccc3)CC2)cc1 | / | -16% | / | -2% | -21 | / | -0.2% | 0% | / | -1% | -2% |
| CCOC(=O)N1CCN(C(=O)COC(=O)c2ccc(N(C)C)cc2)CC1 | / | -1% | / | 8% | 20 | / | -0.1% | 0% | / | 2% | 3% |
| Cc1oc(-c2ccccc2)nc1CC(=O)O | 9 | 17% | 0% | -2% | -1 | 6% | -0.1% | -12% | 6% | -3% | 3% |
| COc1ccc(/C=C2/SC(=S)N(CCC(=O)O)C2=O)cc1 | 17 | -21% | 0% | -6% | 11 | 14% | -0.8% | ? | -3% | / | -3% |
| CC(=O)c1ccc(NC(=S)Nc2cccc(Cl)c2C)cc1 | 3 | 4% | 2% | 2% | -1 | -4% | 0.3% | -1% | 7% | -5% | 0% |
| CCOc1ccccc1NC(=O)COC(=O)c1cc(C)oc1C | / | -2% | / | -4% | -3 | / | -0.2% | -1% | / | 0% | 1% |
| COC(=O)CSc1nc(C)cc(Oc2ccccc2)n1 | 3 | -12% | 3% | 1% | 10 | 1% | -0.3% | ? | -3% | 0% | 5% |
| Cc1ccc(C(=O)CNc2ccccc2C)cc1 | 3 | -13% | 3% | 0% | 23 | 15% | -0.6% | -3% | -1% | 0% | 2% |

Assay outcomes from PubChem BioAssay.
